Source: PubChem BioAssay
PfHsp40 yeast = rescue of yeast from PfHsp40 toxicity, primary screen, S. cerevisiae, ATP luminescence; S. cerevisiae expressing PfHsp40, growth rescue; growth rescue, % at 12.5 µM; hit rate 0.68% among 340,000; AID 504582, 2011; in the data active = growth rescue above about 28%, passing the limit was not always enough;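 note: yeast W303a lacking pdr1 and pdr3 grown in galactose medium; growth measured after three days at 30 °C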
TcdB inh = TcdB glycohydrolase inhibitors, primary screen, biochemical, single point, plate reader. Toxin B (Clostridioides difficile), P18177. TcdB glycohydrolase enzymatic assay. inhibition, % at 9.99 µM. hit rate 0.24% among 350,000. AID 652162, 2013; in the data active = inhibition above about 10%
Anthrax LF inh2 = Bacillus anthracis LF protease inhibitors, primary screen, biochemical, multiplex microsphere, MLPCN library; hit rate 0.12% among 360,000; multiplex microsphere protease cleavage assay; Lethal factor (Bacillus anthracis), P15917; AID 588501, 2011; inhibition, % at 10 µM; in the data active = inhibition above about 30%; note: plate controls were buffer without enzyme for full effect and enzyme alone for no effect
Y pestis TopoI = Yersinia pestis topoisomerase I inhibitors, primary screen, biochemical, cleavage product accumulation, plate reader, single point; DNA topoisomerase I (Yersinia pestis CO92); Y. pestis Topo-I cleavage product accumulation; activity, % at 10 µM; hit rate 0.064% among 360,000; in the data active = activity above about 50%, passing the limit was not always enough; note: inactives centre near 2
DUSP3 inh = VHR1 phosphatase inhibitors, primary screen, biochemical, absorbance, uHTS | inhibition, % at 13.3 µM | hit rate 0.52% among 290,000 | Dual specificity protein phosphatase 3 (Homo sapiens), P51452 | recombinant VHR phosphatase, pNPP absorbance; in the data active = inhibition above about 50%; note: some compounds called inactive have numbers as strong as hits
Target sequence (P51452 whole entry, looked up): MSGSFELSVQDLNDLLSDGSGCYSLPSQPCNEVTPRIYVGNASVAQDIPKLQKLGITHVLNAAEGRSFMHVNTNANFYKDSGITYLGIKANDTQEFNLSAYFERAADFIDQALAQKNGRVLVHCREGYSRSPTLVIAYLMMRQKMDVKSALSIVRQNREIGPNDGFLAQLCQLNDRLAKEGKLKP
SSB-PriA inh = inhibitors of Klebsiella pneumoniae PriA binding to SSB C-terminal tail, primary screen, biochemical, AlphaScreen; PriA–SSB C-terminal tail interaction (Klebsiella pneumoniae); AlphaScreen SSBct-PriA binding, biotinylated peptide; inhibition, % at 33 µM; hit rate 0.6% among 430,000; AID 1272365, 2023; in the data active = inhibition mostly above about 37%, no sharp cut-off; inactive = mostly below about 20%;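 note: plate controls were negative control peptide for no effect and reference peptide for full effect; strong numbers were not always called active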
MazEF act = activators of E. coli MazEF toxin-antitoxin RNase, primary screen, biochemical, fluorescence, uHTS; activation, % at 20 µM; FAM/BHQ RNA-DNA oligo cleavage fluorescence, 5 h; Endoribonuclease toxin MazF (Escherichia coli (strain K12)), P0AE70; hit rate 0.32% among 350,000; in the data active = activation above about 50%
Target sequence (P0AE70 whole entry, looked up): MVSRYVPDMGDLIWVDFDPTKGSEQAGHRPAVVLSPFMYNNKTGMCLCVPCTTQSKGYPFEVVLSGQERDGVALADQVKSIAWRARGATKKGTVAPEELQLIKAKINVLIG
3CLpro inhibitor = SARS-CoV 3CLpro protease inhibitors, primary screen, biochemical, quenched FRET. recombinant SARS-CoV 3CLpro, quenched FRET peptide cleavage. inhibition, % at 6 µM. hit rate 0.14% among 290,000. AID 1706, 2009; in the data active = inhibition above about 12%
Rv3671c inh = Rv3671c serine protease inhibitors, primary screen, biochemical, fluorescence polarization, M. tuberculosis H37Rv | P9WHR9 | inhibition, % at 5.96 µM | hit rate 0.048% among 320,000; in the data active = inhibition above about 38%;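 note: extracellular domain of Rv3671c used as enzyme; 0% = enzyme with DMSO and 100% = no enzyme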
Target sequence (P9WHR9 whole entry, looked up, the tested form may be a part): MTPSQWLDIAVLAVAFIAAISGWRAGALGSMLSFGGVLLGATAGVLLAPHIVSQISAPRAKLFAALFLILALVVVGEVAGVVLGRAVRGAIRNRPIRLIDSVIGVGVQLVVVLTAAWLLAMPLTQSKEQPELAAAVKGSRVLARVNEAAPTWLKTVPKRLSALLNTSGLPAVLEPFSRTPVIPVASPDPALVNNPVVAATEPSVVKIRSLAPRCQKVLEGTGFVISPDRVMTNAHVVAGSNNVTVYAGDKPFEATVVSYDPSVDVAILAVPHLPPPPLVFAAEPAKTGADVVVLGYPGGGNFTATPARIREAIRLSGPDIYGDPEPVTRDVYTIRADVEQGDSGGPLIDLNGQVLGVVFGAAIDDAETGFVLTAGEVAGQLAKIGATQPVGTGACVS
Vc quorum ag = inducers of Vibrio cholerae quorum light production without autoinducers, primary screen, BH1578 luxS cqsA deficient, single point. V. cholerae BH1578 lux reporter, luminescence, 6 h. activation, % at 18.7 µM. hit rate 0.16% among 350,000. AID 588436, 2011; in the data active = activation mostly above about 9.7%, no sharp cut-off; note: not every result past the cut was called active; inactives centre near 0; reference of the scale not given here
The depositor's hits bear a star; i = inactive; . = not tested or not shown; & = joins results of further samples. Some of the compounds tested; the hit share may differ from the screen's.

cpd	Molecule	PfHsp40 yeast	TcdB inh	Anthrax LF inh2	Y pestis TopoI	DUSP3 inh
1	Cc1ccc(C(=O)NNC(=O)C2CCN(S(=O)(=O)c3ccc(Cl)cc3)CC2)cc1	-0.3	-0.9	-4	5	-5
2	Oc1cccc(/C=N\Nc2nncc(-c3ccccc3)n2)c1	1.3	0.0	-4	2	14
3	Cc1ccc(C)c(NNC(=O)C(=O)NNc2cc(C)ccc2C)c1	.	1.1	0	5	33
4	COc1ccc(C2=NS(=O)(=O)N(C)C(C(=O)N3CCCCC3)=C2)cc1	0.5	5.7	0	6	25
5	CC(C)C[C@@H](CN(N=O)[C@@H](Cc1ccccc1)CN(C)N=O)N(CCc1ccccc1)N=O	-0.5	-1.2	-6	39	7
6	CN1CCN(CCCNC(=O)Cn2nc(-c3ccccc3)ccc2=O)CC1	-2.0	.	1	2	6
7	CC1(C)CC(=O)C=C(Nc2ccccc2NC(=O)c2cnccn2)C1	0.0	.	-3	3	-1
8	COCC(C)NC(=O)NC(=O)c1ccc(Cl)cc1 (stereo not given)	-1.8	.	-2	6	1
9	COc1ccc(CCc2nnc(CCC(=O)NCC3CCCO3)o2)cc1 (stereo not given)	24	-10.0	2	2	15
10	C=C(C)Cn1c(SCC#N)nc2ccccc2c1=O	-0.2	.	0	0	6

cpd	SSB-PriA inh	MazEF act	3CLpro inhibitor	Rv3671c inh	Vc quorum ag
1	-5	17	1	2	-2.4
2	.	5	0	10	-0.4
3	-2	3	1	8	i
4	9	9	-4	-1	-0.2
5	-14	0	2	-17	-0.4
6	-16	13	3	1	i
7	-7	4	6	-5	i
8	-4	-4	-1	-6	2.3
9	-4	-2	1	-1	-0.2
10	-4	-1	-1	4	-0.1

Compounds listed so far that have a carbonyl joined to an NH by a bond outside any ring (six):
cpd	Molecule	PfHsp40 yeast	TcdB inh	Anthrax LF inh2	Y pestis TopoI	DUSP3 inh
1	Cc1ccc(C(=O)NNC(=O)C2CCN(S(=O)(=O)c3ccc(Cl)cc3)CC2)cc1	-0.3	-0.9	-4	5	-5
3	Cc1ccc(C)c(NNC(=O)C(=O)NNc2cc(C)ccc2C)c1	.	1.1	0	5	33
6	CN1CCN(CCCNC(=O)Cn2nc(-c3ccccc3)ccc2=O)CC1	-2.0	.	1	2	6
7	CC1(C)CC(=O)C=C(Nc2ccccc2NC(=O)c2cnccn2)C1	0.0	.	-3	3	-1
8	COCC(C)NC(=O)NC(=O)c1ccc(Cl)cc1 (stereo not given)	-1.8	.	-2	6	1
9	COc1ccc(CCc2nnc(CCC(=O)NCC3CCCO3)o2)cc1 (stereo not given)	24	-10.0	2	2	15

cpd	SSB-PriA inh	MazEF act	3CLpro inhibitor	Rv3671c inh	Vc quorum ag
1	-5	17	1	2	-2.4
3	-2	3	1	8	i
6	-16	13	3	1	i
7	-7	4	6	-5	i
8	-4	-4	-1	-6	2.3
9	-4	-2	1	-1	-0.2

Two compounds picked at random from the list so far:
cpd	Molecule	PfHsp40 yeast	TcdB inh	Anthrax LF inh2	Y pestis TopoI	DUSP3 inh
8	COCC(C)NC(=O)NC(=O)c1ccc(Cl)cc1 (stereo not given)	-1.8	.	-2	6	1
5	CC(C)C[C@@H](CN(N=O)[C@@H](Cc1ccccc1)CN(C)N=O)N(CCc1ccccc1)N=O	-0.5	-1.2	-6	39	7

cpd	SSB-PriA inh	MazEF act	3CLpro inhibitor	Rv3671c inh	Vc quorum ag
8	-4	-4	-1	-6	2.3
5	-14	0	2	-17	-0.4

Next results follow.
cpd	Molecule	PfHsp40 yeast	TcdB inh	Anthrax LF inh2	Y pestis TopoI	DUSP3 inh
11	COc1ccccc1CNC(=O)CCC(=O)N1CCOc2ccc(C)cc21	2.8	-0.5	-2	6	17
12	CC(=O)c1c(C)c[nH]c1C	-1.5	.	0	9	13
13	Cc1nc(NC(CC(C)C)C(=O)O)c2nc(C)oc2n1 (stereo not given)	-0.9	.	3	2	22
14	O=C(O)c1ccc(COc2ccccc2Cl)cc1	-0.2	.	-3	-3	-15
15	CN(C)/N=C/c1ccc(OS(=O)(=O)c2ccccc2)cc1	-1.8	5.7	-6	-7	26
16	COc1ccc(-n2cc(CNCCCn3ccnc3)c(-c3cccc(F)c3)n2)cc1	0.7	2.0	-2	-8	6
17	Cc1cccc(NC(=O)Nc2ccc(Cl)c(Cl)c2)n1	-1.5	1.2	3	-4	9
18	CCN1CCN(CC(=O)c2cc(OC)c(OC)c(OC)c2)CC1	-1.8	1.6	-3	-1	19
19	Cc1cc(/C=C2\SC(N)=NC2=O)c(C)n1-c1ccccc1	0.3	.	-3	7	-37
20	CN1CCN(Cc2c(C(=O)N/N=C/c3cccc(Br)c3)nnn2-c2nonc2N)CC1	2.1	-0.3	3	-22	39

cpd	SSB-PriA inh	MazEF act	3CLpro inhibitor	Rv3671c inh	Vc quorum ag
11	2	13	-1	-1	-1.2
12	-4	-11	8	-1	-0.4
13	6	7	-2	-11	i
14	5	5	7	-3	-0.4
15	.	1	0	2	0.0
16	18	-8	3	1	-0.1
17	-21	7	-1	-12	i
18	-18	6	-1	7	-0.3
19	.	1	0	-4	-5.0
20	.	11	1	5	i

Going on with the list:
cpd	Molecule	PfHsp40 yeast	TcdB inh	Anthrax LF inh2	Y pestis TopoI	DUSP3 inh
21	O=C(N[C@@H](CO)C(=O)NCc1ccccc1)c1ccc(C(F)(F)F)cc1	-1.0	0.1	0	-9	-3
22	C[C@@H]1CCCCO[C@@H](CN(C)S(=O)(=O)c2cn(C)cn2)[C@@H](C)CN([C@H](C)CO)C(=O)c2cc(NC(=O)Nc3ccc(C(F)(F)F)cc3)ccc2O1	.	0.4	-1	17	.
23	CNc1oc(-c2ccco2)nc1C#N	1.5	.	-4	-7	20
24	O=C(/C=C/Nc1ccccc1)c1ccc(Cl)cc1Cl	0.4	-1.1	2	3	-4
25	CCc1c(C(=O)N/N=C/c2sccc2C)nnn1-c1nonc1N	0.5	0.6	0	-1	20
26	Cc1ccc2[nH]c3nc(N/N=C/c4cccc(O)c4)nnc3c2c1	0.4	-1.3	-18	-2	7
27	COC(=O)Cn1nc(-c2ccccc2)c2ccccc2c1=O	1.0	.	1	4	11
28	COc1ccccc1C(=O)NCCC(=O)Nc1cccnc1	-0.5	2.1	4	0	2
29	CCOC(=O)C1CCN(Cc2ccccc2C(F)(F)F)CC1	-0.1	.	0	-3	25
30	CSCCC(NC(=O)C12CC3CC(CC(C3)C1)C2)C(=O)OCC(=O)c1ccccc1 (stereo not given)	0.2	1.1	1	1	27

cpd	SSB-PriA inh	MazEF act	3CLpro inhibitor	Rv3671c inh	Vc quorum ag
21	-7	7	-2	-11	i
22	.	8	.	.	-0.3
23	1	8	0	8	i
24	-63	-7	-2	-6	i
25	.	6	3	2	-0.4
26	.	3	2	3	5.4
27	-15	3	-6	1	i
28	-1	12	1	-10	i
29	-17	-4	6	2	-12
30	-9	-11	1	-8	-0.4

Next part; it opens with the 2 that closed the last part.
cpd	Molecule	PfHsp40 yeast	TcdB inh	Anthrax LF inh2	Y pestis TopoI	DUSP3 inh
29	CCOC(=O)C1CCN(Cc2ccccc2C(F)(F)F)CC1	-0.1	.	0	-3	25
30	CSCCC(NC(=O)C12CC3CC(CC(C3)C1)C2)C(=O)OCC(=O)c1ccccc1 (stereo not given)	0.2	1.1	1	1	27
31	CC(=O)Nc1c(C)ccc2nsnc12	0.3	.	0	-10	0
32	COCC(=O)Nc1ccc2c(c1)[C@@H]1C[C@H](CC(=O)OC)O[C@@H](CO)[C@@H]1O2	.	1.1&-0.3	1	0	.
33	C=CCNC(=O)c1onc(CSc2ccc(OC)cc2)c1C(=O)O	-1.7	0.6	4	10	16
34	Cc1cccc(-c2nc(S(=O)(=O)c3ccccc3)c(N3CCOCC3)o2)c1	1.3	0.9	7	5	-4
35	CCOc1cc(CNc2ccc3cn[nH]c3c2)ccc1OC	-0.4	.	-2	11	23
36	CCSC1=NC(C)(C)C=C(/C=C/c2ccc(Cl)cc2Cl)N1	2.7	.	-1	-3	8
37	Cc1cc(C)c(S(=O)(=O)c2ccccc2Cl)c(=O)[nH]1	-1.5	0.2	2	4	10
38	Cc1cccc(C(=O)N[C@H](C(=O)Nc2nnc(C3CC3)s2)C(C)C)c1	-0.6	.	2	6	4
39	Cc1cc2occ(CC(=O)O)c2cc1C	0.5	.	1	2	40
40	O=C(c1ccc(F)cc1)N1CCC(C(=O)N2CCN(S(=O)(=O)c3cccc([N+](=O)[O-])c3)CC2)CC1	-1.6	2.4	-4	17	.

cpd	SSB-PriA inh	MazEF act	3CLpro inhibitor	Rv3671c inh	Vc quorum ag
29	-17	-4	6	2	-12
30	-9	-11	1	-8	-0.4
31	-4	9	-7	4	0.9
32	.	7	.	.	i
33	-1	0	4	2	-0.5
34	0	0	0	6	-3.8
35	-7	9	-2	-18	-3.7
36	7	-2	-4	-4	-0.7
37	2	2	5	0	1.2
38	-4	5	-2	4	-0.2
39	-3	6	1	4	-1.5
40	-1	3	.	10	-0.9

The listing continues:
cpd	Molecule	PfHsp40 yeast	TcdB inh	Anthrax LF inh2	Y pestis TopoI	DUSP3 inh
41	COc1cccc(-c2cnc3c(NC=O)cc(-c4ccc(N5CCN(C)CC5)cc4)cn23)c1	.	2.4	-12	-17	.
42	CCOC(CNC(=O)c1nnc(Cc2cc(OC)c(OC)c(OC)c2)o1)OCC	0.1	3.1	-10	-5	4
43	CCOC(=O)C1=C(CN2CCSCC2)NC(=O)NC1c1cc(C)ccc1C (stereo not given)	1.1	.	3	7	-2
44	Cc1ccccc1NC(=O)Cc1nc(COC(=O)c2ccc(S(C)(=O)=O)c([N+](=O)[O-])c2)cs1	0.8	-0.1	.	-12	.
45	O=C(NCC(=O)N1CCOCC1)c1ccc(Br)cc1	-0.6	0.3	-4	-3	2
46	CC(C)CN(CC(C)C)CC(O)CN(c1ccccc1)S(=O)(=O)c1ccccc1[N+](=O)[O-] (stereo not given)	-1.5	1.8	-1	13	5
47	COc1ccc(CC(=O)NCC2CCCN(Cc3ccc(F)cc3F)C2)cc1 (stereo not given)	-0.3	0.3	-9	1	-12
48	O=C(OCC(=O)N1CCN(c2ccc(F)cc2)CC1)c1cnc2ccccc2n1	0.2	1.8	-3	6	.
49	COc1ccc(N=C(N)SCc2ccccn2)cc1	0.2	.	-2	-7	5
50	CC(C)=CC(=O)Nc1nnc(-c2ccc(F)cc2)s1	0.1	0.6	-3	1	6
51	CCNC(=O)CN(C1CCCCC1)S(=O)(=O)c1ccc(F)cc1	-0.7	.	-1	-3	17
52	CNC(=O)c1ccsc1NC(=O)CCS(=O)(=O)c1ccc(C)cc1	0.1	2.2	0	4	.
53	O=C1CC(c2cc3c(cc2Br)OCO3)C2=C(CCCC2=O)N1 (stereo not given)	-1.2	.	-3	-4	32

cpd	SSB-PriA inh	MazEF act	3CLpro inhibitor	Rv3671c inh	Vc quorum ag
41	.	.	.	.	3.3
42	1	5	0	20	0.8
43	-6	-1	-7	3	i
44	14	-14	.	-36	0.3
45	1	3	-2	-5	i
46	-1	14	1	-3	i
47	-4	-2	3	3	-0.3
48	-1	8	.	3	3.2
49	-10	0	1	-19	i
50	-13	-5	2	-3	-5.9
51	-13	9	-7	6	i
52	0	-1	.	6	i
53	-15	6	-1	-3	i
